Assay outcomes: PubChem, The Scripps Research Institute Molecular Screening Center
M1 ag: human M1 muscarinic receptor agonists, primary screen, Fluo-8 calcium fluorescence, CHO-K1 cells, HTS | Muscarinic acetylcholine receptor M1 (Homo sapiens), P11229 | CHO-K1 hM1, agonist mode; 0% DMSO, 100% acetylcholine EC100 | activation, % at 3 µM | 360,000 tested, 0.33% active | AID 588814, 2011;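 active means activation above the run's mean compound activation plus 3 SD, cut at about 16% in these data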;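 further: peak over basal fluorescence ratio within a 140 s kinetic read after compound addition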
Target sequence (P11229 whole entry, looked up): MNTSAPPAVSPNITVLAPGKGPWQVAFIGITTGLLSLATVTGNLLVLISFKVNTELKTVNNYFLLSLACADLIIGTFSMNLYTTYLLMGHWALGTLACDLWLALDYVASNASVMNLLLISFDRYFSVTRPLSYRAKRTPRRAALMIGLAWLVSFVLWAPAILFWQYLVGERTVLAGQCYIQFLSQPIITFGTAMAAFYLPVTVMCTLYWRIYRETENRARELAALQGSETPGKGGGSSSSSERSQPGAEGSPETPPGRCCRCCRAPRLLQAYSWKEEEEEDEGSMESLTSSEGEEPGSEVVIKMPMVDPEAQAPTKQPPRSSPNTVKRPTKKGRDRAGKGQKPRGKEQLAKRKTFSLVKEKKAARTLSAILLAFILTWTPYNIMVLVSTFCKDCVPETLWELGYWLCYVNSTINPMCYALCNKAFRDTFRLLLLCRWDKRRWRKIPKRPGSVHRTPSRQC
CHO-K1 Ca antag: M1 antagonist counterscreen hit in parental CHO-K1 cells | ATP-induced calcium, Fluo-8 fluorescence | inhibition, % at 3 µM | 360,000 tested, 0.6% active;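 active means inhibition above a per-plate cutoff, the plate's mean sample inhibition plus 3 SD, cut at about 24% in these data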;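 further: 0% = DMSO plus EC80 ATP and 100% = DMSO alone without ATP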
M1 ag parental: counter-screen for M1 agonists: effect in parental CHO-K1 cells; Fluo-8 calcium fluorescence; scaled to maximal ATP response, vehicle zero; activation, % at 3 µM; 360,000 tested, 0.48% active; in the data active means activation above about 15%;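 further: untransfected CHO-K1 host cells lacking M1 receptor as counterscreen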
OXTR potentiator: human OXTR potentiators, primary screen, fluorescence, CHO-OTR cells, Fluo-8 calcium; activation, % at 3 µM; Fluo-8 calcium fluorescence, potentiator mode; 0% = oxytocin EC15, 100% = EC100; AID 2445, 2010; 320,000 tested, 0.061% active; Oxytocin receptor (Homo sapiens), P30559;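 active means activation above that plate's cutoff, the mean activation of tested compounds plus 3 SD, cut at about 6.6% in these data, passing the limit was not always enough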;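 further: 100% uses oxytocin at 75 nM as the full agonist control; some results filed as inactive read as strong as hits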
Target sequence (P30559 whole entry, looked up): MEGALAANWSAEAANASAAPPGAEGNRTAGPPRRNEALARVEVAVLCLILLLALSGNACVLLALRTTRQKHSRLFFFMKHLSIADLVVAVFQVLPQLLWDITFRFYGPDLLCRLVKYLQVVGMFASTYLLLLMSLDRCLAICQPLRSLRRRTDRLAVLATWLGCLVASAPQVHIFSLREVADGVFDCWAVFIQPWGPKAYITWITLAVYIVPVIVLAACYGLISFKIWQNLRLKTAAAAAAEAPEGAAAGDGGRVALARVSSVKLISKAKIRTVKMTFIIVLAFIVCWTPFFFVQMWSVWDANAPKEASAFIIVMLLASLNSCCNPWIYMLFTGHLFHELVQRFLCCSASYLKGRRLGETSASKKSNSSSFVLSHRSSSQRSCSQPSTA
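Material: human OTR in CHO cells. Compound: 3.0 µM, one dose. Timing: compound 6 min at room temperature before oxytocin, 100 s read. Evaluation: % activation of max/min ratio relative to oxytocin controls. Replication: single well per compound, singlicate. Signal: Fluo-8 calcium dye fluorescence.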
M1 PAM: human M1 muscarinic receptor positive allosteric modulators, primary screen, CHO-K1 cells, Fluo-8 calcium fluorescence, 1536-well. activation, % at 3 µM. AID 588819, 2011. Muscarinic acetylcholine receptor M1 (Homo sapiens), P11229. CHO-K1 hM1, ACh EC20; 0% = ACh EC20, 100% = maximal ACh. 360,000 tested, 0.088% active; in the data active means activation above about 19%, passing the limit was not always enough
CHO parental Ca: ATP-evoked calcium signal inhibitors, parental CHO, primary screen, counter-screen for OX1R antagonist project, cell-based, fluorescence, Fluo-8 calcium dye; parental CHO-K1, ATP-induced calcium, Fluo-8 fluorescence; inhibition, % at 5.6 µM; 330,000 tested, 0.63% active; AID 463079, 2010;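 active means inhibition above that plate's mean sample inhibition plus 3 SD, cut at about 26% in these data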;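 further: 0% = ATP-challenged DMSO wells and 100% = DMSO wells without ATP; some compounds past the cut are filed as inactive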
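Assay system: parental CHO cells; Read-out basis: percent inhibition of ATP-evoked calcium rise, normalized to controls; Benchmarks: ATP and no-ATP DMSO wells; Compound dosing: single nominal dose of 5.6 µM per compound; Signal: Fluo-8 calcium dye fluorescence; Also added: ATP as calcium-mobilizing challenge; Repeats: singlicate.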
CHRM1 antagonist: human M1 muscarinic receptor antagonists, primary screen, CHO-K1 cells, Fluo-8 calcium fluorescence, 1536-well; AID 588852, 2011; inhibition, % at 3 µM; CHO-K1 hM1, ACh EC80 antagonist; Muscarinic acetylcholine receptor M1 (Homo sapiens), P11229; 360,000 tested, 1.3% active;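 active means percent inhibition above its own plate's cutoff, namely the mean of that plate's compound wells plus 3 SD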;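 further: peak over basal fluorescence ratio during 140 s after agonist addition; 0% = ACh EC80 plus DMSO and 100% = DMSO alone without agonist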
CHRM4 antagonist: human M4 muscarinic receptor antagonists, primary screen, CHO cells, Fluo-8 calcium fluorescence; AID 624125, 2012; inhibition, % at 3 µM; 360,000 tested, 0.73% active; Muscarinic acetylcholine receptor M4 (Homo sapiens), P08173; CHO-hM4 cells, ACh EC80;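 active means inhibition above its plate's cutoff, the mean inhibition of sample wells plus 3 SD, cut at about 27% in these data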;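 further: 0% = acetylcholine EC80 with DMSO and 100% = DMSO without agonist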
M4 ag: human M4 muscarinic receptor agonists, primary screen, CHO-K1 cells, Fluo-8 calcium fluorescence; Muscarinic acetylcholine receptor M4 (Homo sapiens), P08173; activation, % at 3 µM; 360,000 tested, 0.14% active; AID 624127, 2012; CHO-K1 hM4/Gqi5; vehicle 0%, full acetylcholine response 100%;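 active means activation above the run mean over all test wells plus 3 SD, cut at about 32% in these data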;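 further: peak over basal fluorescence ratio per well then scaled between controls; 0% = DMSO wells and 100% = acetylcholine at EC100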
Numbers without * were called inactive; . = no result given.

Each structure is followed by: CHO-K1 Ca antag	M1 PAM	M1 ag parental	CHO parental Ca	OXTR potentiator	M4 ag	CHRM4 antagonist	CHRM1 antagonist	M1 ag
Cc1c(NC(=O)COC(=O)C23CC4CC(CC(Br)(C4)C2)C3)c(=O)n(-c2ccccc2)n1C
  -9	-3	4.7	-2	11	12	-6	2	-6
Cc1ccc2cc(/C=N/Nc3nc4ccccc4[nH]3)c(Cl)nc2c1
  0	13	0.5	.	.	1	5	-9	-10
CN1CC(=O)N(C)c2ncn(Cc3ccccc3)c2C1=O
  -12	3	-0.5	-3	-5	0	0	-4	0
Cc1ccc(NC(=O)C(C)Sc2nnc(-c3cccnc3)o2)cc1 (stereo not given)
  -6	4	0.0	10	-7	1	3	-6	0
Cc1cccc(OCCCC(=O)O)c1C
  -11	5	-0.1	-3	-11	0	1	-10	-1
CCC1CCCCN1Cc1ccc(OC)c(OC)c1 (stereo not given)
  -6	3	0.0	6	-2	0	14	13	-8
Cc1c(C(=O)OCC(=O)Nc2c(C)n(C)n(-c3ccccc3)c2=O)cccc1[N+](=O)[O-]
  -3	5	-0.5	1	-11	1	-14	-3	-11
Cc1nn(CC(=O)Nc2ccccc2C(F)(F)F)c(=O)c2cccn12
  -13	17	1.9	-9	-6	1	-10	-20	-1
C=CC[C@@H](Cc1ccc(F)cc1)C(=O)OC[C@@H]1CCCN1C(=O)[C@@H](CC=C)CC(=O)N[C@@H](CO)Cc1ccccc1
  9	6	-0.1	-20	-8	7	0	5	-1
CN(C(=O)c1ccc(NC(=O)C2CCCN(C(=O)OC(C)(C)C)C2)cc1)C1CCC1 (stereo not given)
  -5	-3	1.4	-15	4	3	10	6	-5
CCOc1ccc(NC(=O)C2C(C(=O)O)C3(Cl)C(Cl)=C(Cl)C2(Cl)C3(Cl)Cl)cc1 (stereo not given)
  -15	5	0.4	-8	-24	2	2	-2	-9
NC(N)=NC1=NC(=O)C(Cc2ccccc2Cl)S1 (stereo not given)
  -8	4	0.4	-17	-12	1	-10	-12	-2
COc1ccc(Cl)cc1NC(=O)CSc1ncnc2c1oc1ccccc12
  -16	10	1.2	-14	-5	0	-6	-11	-5
COc1ccc2[nH]c(O)c(N=NC(=O)Cc3cccs3)c2c1
  0	11	1.6	-35	-5	7	-15	-16	-2
CCc1nnc(NC(=O)c2ccc(-c3ccccc3Cl)o2)s1
  11	0	0.4	-5	3	1	1	6	-2
C=CCN1C(=O)C(=O)N(CC(=O)NCC(=O)Nc2ccc(F)c(F)c2F)C1=O
  -18	10	0.5	-7	-3	1	9	-10	-2
O=C1C(=O)N(CCS(=O)(=O)c2ccccc2)c2ccc(Cl)cc21
  0	3	1.4	-21	-7	3	-10	3	17*
Cc1ccnc(NC(=O)Nc2ccc(Br)cc2Cl)c1
  2	11	1.0	-1	1	0	-4	-6	-4
COc1ccc(/C=N/NC(=O)c2cccc(C(F)(F)F)c2)cc1
  -13	8	1.6	0	2	1	1	-13	2
O=C(NCCCCc1ccccc1)C12CN(Cc3ccccc3)CC1C(c1cccc([N+](=O)[O-])c1)=NO2 (stereo not given)
  3	-1	0.3	-24	1	2	-3	-5	-6
CC(=O)n1cc(/C=N/NC(=O)c2sc(C)nc2C)c2ccccc21
  -22	2	1.2	0	-11	3	9	3	-2
Cc1cccc(N(Cc2ccc(Cl)cc2)S(C)(=O)=O)c1
  -8	-26	0.0	-11	-1	1	-5	3	-15
CCc1nn(-c2ccccc2)c(N)c1-c1ccc(OC)c(OC)c1
  -12	5	0.1	-8	-9	0	-6	-7	-4
CC(=O)N(c1ccc2oc(=O)sc2c1)S(=O)(=O)c1ccc(C)cc1
  -11	3	0.5	-5	-3	2	12	2	-2
CN(C)S(=O)(=O)c1ccc(Cl)c(NC(=O)CSc2nc3c(cc2C#N)C(=O)CC(C)(C)C3)c1
  6	-5	5.5	-19	-3	0	11	7	-6
O=c1[nH]c2c(s1)C(c1ccc(O)cc1)C1C3CCC(C3)C1S2 (stereo not given)
  4	7	-0.1	-1	-6	0	4	-17	-3
Cn1nc(C(=O)OCC(=O)c2ccccc2)c2ccccc2c1=O
  -7	1	2.7	-25	0	8	0	-1	-3
O=C(/C=C/c1ccc(Cl)cc1)N(c1ccccn1)C1CCCCC1
  -11	1	8.5	-34	-1	3	-8	-9	-6
O=C(CCCc1nc(-c2ccc(Cl)cc2)no1)NCC1CCCO1 (stereo not given)
  3	-8	14	-5	-16	13	-4	2	-4
CC(=O)Nc1ccccc1NS(=O)(=O)c1ccccc1[N+](=O)[O-]
  -13	7	0.5	-4	2	0	4	0	-4
O=C(CSc1nccc(=O)[nH]1)c1c[nH]c2ccccc12
  -19	6	0.9	-14	2	2	0	-16	0
O=[N+]1C2=C(CCCC2)N([O-])C12CCCC2
  0	4	2.2	5	3	2	-4	-9	-2
COc1cccc(N(C(=O)CS(=O)CC(=O)Nc2ccc(F)cc2)C(C(=O)NC2CCCCC2)c2cccs2)c1 (stereo not given)
  -6	9	0.1	-23	-5	1	2	-8	-6
CC(=O)c1cccc(NC(=O)N[C@@H](CC(C)C)C(=O)O)c1
  -2	1	0.6	-4	-3	2	-4	8	-4
Cn1c(CNC(=O)c2ccc(Cl)cc2)nnc1SCC(=O)Nc1sc2c(c1C#N)CCCC2
  -8	9	-0.2	-29	-1	0	-6	-13	-3
CCCCn1c(N)c(N(Cc2ccccc2OC)C(=O)CCSC)c(=O)[nH]c1=O
  -8	8	1.8	.	.	0	-7	-8	-3
O=C(CSc1nnnn1-c1ccc(F)cc1)Nc1ccc(N2CCOCC2)c(Cl)c1
  -3	2	1.8	-7	-10	2	3	-5	-2
O=C(Nn1c(C2CCCCC2)nc2ccccc2c1=O)c1ccc([N+](=O)[O-])cc1
  24*	11	-0.2	-7	-6	2	2	-3	-3
CCC(=O)c1c(NC(CC)CO)cc(C)oc1=O (stereo not given)
  -17	10	0.7	-5	-11	-1	4	-17	-2
CCCSc1nnc(CNS(=O)(=O)c2ccc(C)cc2)n1C
  11	5	-0.1	-10	-5	2	-4	6	3
Cc1ccc(S(=O)(=O)N2CCN(CC(=O)Nc3ccccc3C(=O)NC3CC3)CC2)cc1
  -9	-6	5.5	.	.	19	-5	1	-2
Cc1ccc(NC(=O)c2cccs2)cc1NC(=O)c1ccc(F)cc1
  -15	1	0.0	-11	-6	0	-6	0	-4
COc1ccc(C(=O)NCCCCCCNC(=O)c2ccc(OC)cc2)cc1
  -2	5	1.5	1	-6	13	-10	-10	-3
CCN(CC)S(=O)(=O)c1ccc2oc(Nc3ccc(OC)cc3OC)nc2c1
  -12	3	1.2	-28	6	1	-3	-13	-9
COc1cccc(N2CC(NS(=O)(=O)c3cccnc3)CC2=O)c1 (stereo not given)
  -8	3	0.8	-15	7	-1	-6	0	-3
Nc1cccc2c1C(=O)N(CCOc1ccccc1F)C2=O
  -14	7	1.0	-4	-4	1	-10	-6	0
Cc1ccc(-c2nc3ccc(Cl)cc3n2OC(C)C(=O)O)cc1 (stereo not given)
  5	8	0.1	-11	-1	1	3	-8	-8
O=C(CCNC(=O)c1ccc([N+](=O)[O-])cc1)Nc1ccc(N2CCOCC2)cc1N1CCOCC1
  -20	11	1.2	4	6	1	0	-16	-5
O=C(O)CCSc1nnc(SCC(=O)NCC(F)(F)F)s1
  -1	4	7.9	-8	1	0	8	4	-6
O=C(N/N=C/c1ccc2c(c1)OCO2)c1cc(-c2ccco2)nc2ccccc12
  -1	4	-0.1	.	.	2	-5	-6	-1

Remaining list, next part:
Each structure is followed by: CHO-K1 Ca antag	M1 PAM	M1 ag parental	CHO parental Ca	OXTR potentiator	M4 ag	CHRM4 antagonist	CHRM1 antagonist	M1 ag
CCc1noc(C)c1C(=O)OC(C)C(=O)Nc1ccc(Cl)cn1 (stereo not given)
  -20	3	0.6	-30	3	1	-2	3	-6
CCOc1ccccc1NC(=O)C(OC(=O)c1ccc(CC)cc1)c1ccccc1 (stereo not given)
  -10	-5	1.2	1	-11	0	-24	0	-4
Cc1ccccc1NC(=O)CSc1nnc(CNC(=O)c2ccco2)n1C
  0	3	0.6	3	-6	0	-3	-7	-3
CCn1cc(C(=O)OCC(=O)c2cc(C)n(-c3ccc(OC(F)F)cc3)c2C)c(=O)c2ccc(C)nc21
  -9	7	0.3	-11	-8	1	-1	-5	-8
CCOc1cc(/C=C2\SC(=S)N(NS(=O)(=O)c3ccc(C)cc3)C2=O)ccc1O
  -9	5	6.9	5	-14	13	2	-4	2
Cc1cc(C(=O)O)c2ccccc2n1
  -5	2	-0.2	-6	-2	0	-18	-4	-3
NC(=O)c1ccccc1N=Cc1ccccn1
  -6	6	0.5	-6	1	0	-5	-9	-3
COc1ccc(CCNC(=O)C(=O)NN=C2CCCCCCC2)cc1OC
  -5	4	1.4	-24	-14	5	-9	-11	-3
C/C(=N/NS(=O)(=O)c1cccc([N+](=O)[O-])c1)c1c[nH]c2ccccc12
  0	-1	0.9	-3	-2	1	4	-3	-1
COc1ccc2cc(C3=CC(=O)C[C@H](c4ccc5c(c4)OCO5)C3)ccc2c1
  -5	-4	0.3	-25	-6	1	4	5	-3
CCN(CCNC(=O)C1CCC(=O)N1Cc1ccc(C)cc1)c1ccccc1 (stereo not given)
  -11	8	1.1	-17	4	1	-5	-17	-3
CCOc1ccc(N2CC(C(=O)N3CCc4ccccc4C3)CC2=O)cc1 (stereo not given)
  2	7	-0.2	-5	4	1	-2	-9	-3
O=C(c1ccc2c(c1)OCO2)N1CCN(S(=O)(=O)N2CCCCC2)CC1
  -9	7	3.4	-9	-2	2	-2	-9	-4
Cc1[nH]c(=O)sc1C(=O)NCc1ccc([N+](=O)[O-])cc1
  35*	8	0.4	.	.	1	-3	-8	-1
CCn1c(=O)c2cc(C(=O)NCCC(C)C)sc2c2ccccc21
  -15	-3	0.2	0	-12	2	-8	7	-6
O=S(=O)(c1ccccc1)N1CCN(c2cccc(Cl)c2)CC1
  -4	24	1.8	-13	-16	0	3	-29	0
Cn1cccc1C(=O)NC(=O)COC(=O)c1ccc(O)cc1
  -6	4	0.1	3	-4	2	-9	-3	1

Rows were taken by chance; about 2.9% have a hit in one of these screens.
